Assay outcomes from PubChem BioAssay.
Growth percent in the NCI-60 one-dose screen (48 h, 10 µM unless noted): 100 = growth as untreated, 0 = no growth, -100 = all killed.
K-562: K-562 leukemia | actives 7.4% (n = 78,000)
RPMI-8226: RPMI-8226 leukemia cells. actives 7.5% (n = 77,000)
MDA-MB-435: MDA-MB-435 melanoma | AID 1794794 | actives 7.8% (n = 82,000)
MDA-MB-231: MDA-MB-231 breast cancer; actives 5% (n = 81,000); AID 1794789
MCF7: MCF7 breast cancer; AID 1794796; actives 6.3% (n = 82,000)
SR: SR leukemia cells; actives 8.7% (n = 73,000)
MOLT-4: MOLT-4 leukemia cells. actives 6.9% (n = 80,000). AID 1794779
MDA-MB-468: MDA-MB-468 breast cancer; actives 8.5% (n = 78,000); AID 2202374
Starred values were filed as active, the others as inactive; . = no result given; & = joins results of further samples. The calls were made as follows: active = growth percent below 10; inactive = the rest.

SMILES | K-562 | RPMI-8226 | MDA-MB-435 | MDA-MB-231 | MCF7 | SR | MOLT-4 | MDA-MB-468
COc1cc(-c2cc3c(oc2=O)-c2ccccc2OC3OC(C)=O)cc(OC)c1OC (stereo not drawn) | 111 | 73 | 93 | 97 | 104 | 67 | 66 | .
CN(C)Cc1cccc(-c2ccccc2)c1O | 106 | 100 | 108 | 122 | 102 | . | 100 | 111
COc1ccc2c(c1OC)C(=O)O[C@@H]2[C@H]1c2c(c(C#CC#Cc3ccc(OC(F)(F)F)cc3)c3c(c2OC)OCO3)CCN1C | 41 | 36 | 63 | 57 | 79 | 34 | 46 | 31
COc1ccc2c(c1)CCC1(C)CC(=O)C=C21 (stereo not drawn) | 126 | 97 | 99 | 132 | 101 | 111 | 111 | .
CC1(C)N=C(N)N=C(N)N1c1ccc(S(N)(=O)=O)cc1 | 96 | 108 | 100 | 100 | 105 | 105 | 103 | 100
CC(C)(C)c1cc(-n2c(-c3cc4ccccc4[nH]c3=O)nc3cc(C(=O)OCCc4ccccc4)ccc32)n[nH]1 | 79 | 83 | 88 | 100 | 73 | 90 | 75 | 90
CCc1ccc(S(=O)(=O)NC(=O)NC2CCCC2)cc1 | 101 | 100 | 101 | 104 | 96 | 92 | 99 | 97
O=C(Nc1cccc(Cn2c(=O)[nH]c3ccc(Oc4ncccn4)cc3c2=O)c1)c1cc(Cl)cc(Cl)c1 | 4.3* | 61 | 67 | 39 | 64 | . | 64 | 51
COc1ccc(/C=C2\C(=O)NC(=Nc3ccccc3)N2/N=C/c2ccccc2Cl)cc1 | 99 | 101 | 102 | 89 | 100 | 107 | 104 | 83
CCCCNc1nc2c(c(=O)n(C)c(=O)n2C)n1C | 107 | 103 | 109 | 105 | 89 | 96 | 101 | 112

Entries of single compounds from above. Order of screens: K-562, RPMI-8226, MDA-MB-435, MDA-MB-231, MCF7, SR, MOLT-4, MDA-MB-468
O=C(Nc1cccc(Cn2c(=O)[nH]c3ccc(Oc4ncccn4)cc3c2=O)c1)c1cc(Cl)cc(Cl)c1 is listed with 4.3*, 61, 67, 39, 64, ., 64, 51
CC1(C)N=C(N)N=C(N)N1c1ccc(S(N)(=O)=O)cc1 is listed with 96, 108, 100, 100, 105, 105, 103, 100
CN(C)Cc1cccc(-c2ccccc2)c1O is listed with 106, 100, 108, 122, 102, ., 100, 111
CC(C)(C)c1cc(-n2c(-c3cc4ccccc4[nH]c3=O)nc3cc(C(=O)OCCc4ccccc4)ccc32)n[nH]1 is listed with 79, 83, 88, 100, 73, 90, 75, 90
COc1cc(-c2cc3c(oc2=O)-c2ccccc2OC3OC(C)=O)cc(OC)c1OC (stereo not drawn) is listed with 111, 73, 93, 97, 104, 67, 66, .

Continued:
SMILES | K-562 | RPMI-8226 | MDA-MB-435 | MDA-MB-231 | MCF7 | SR | MOLT-4 | MDA-MB-468
CC(=O)SC(c1ccccc1)(c1ccccc1)c1ccccc1 | . | 103 | 101 | 94 | 98 | 94 | 90 | 113
CC(C)(N)CCC(=O)O | 119 | 100 | 101 | 108 | 91 | . | 110 | 104
COc1cc(C2C(C(=O)Nc3ccccc3)=C(C)Nc3nc4ccccc4n32)cc(OC)c1OC (stereo not drawn) | 89 | 102 | 103 | 106 | 89 | 84 | 78 | 92
Nc1nc2c(nnn2C2CC(O)C(CO)O2)c(=O)[nH]1 (stereo not drawn) | 41 | 36 | 41 | 59 | 37 | 32 | 30 | 23
CCC(C)Nc1ccccc1 (stereo not drawn) | 78 | 83 | 99 | 96 | 91 | 84 | 95 | 89
C/C(=C(/Cl)C(=O)Nc1ccccc1C(=O)O)c1ccc(Cl)cc1 | 83 | 84 | 104 | 84 | 81 | 89 | 93 | 94
CCOC(=O)c1[nH]n(-c2ccccc2)c(=O)c1/C=N/C(=S)NCCc1ccc(OC)c(OC)c1 | 104 | 99 | 101 | 107 | 96 | 80 | 98 | 118
O=C(O)CCC(=O)c1ccc([N+](=O)[O-])cc1 | 97 | 102 | 98 | 107 | 96 | 98 | 100 | 101
N#Cc1ccc(N2CSC3=N/C(=C\c4ccc(Cl)cc4)C(=O)N3C2)cc1 | 94 | 74 | 100 | 79 | 89 | 90 | 76 | 95
CC(=O)c1cc2ccc(OCC(=O)Nc3cccc(F)c3)cc2oc1=O | 111 | 99 | 101 | 121 | 95 | 112 | 110 | 100
COc1ccc2[nH]c(=O)c(C=O)cc2c1 | 77 | 87 | 108 | 99 | 88 | 89 | 96 | 95
O=C(/C=C\c1ccccc1)OCc1ccccc1 | 107 | 91 | 103 | 109 | 90 | 97 | 105 | 89
CCCCN[C@H]1CC[C@@]2(C)[C@@H](CC[C@@]3(C)[C@H]2[C@H](O)C[C@H]2/C(=C(\CCC=C(C)C)C(=O)O)[C@@H](OC(C)=O)C[C@@]23C)[C@@H]1C | 79 | 67 | 98 | 110 | 98 | 84 | 79 | 93
C/C=C1\C(OS(=O)(=O)O)CC2C3CCC4=CC(=O)CCC4(C)C3CCC12C (stereo not drawn) | 61 | 42 | 98 | 97 | 103 | 123 | 106 | 84
O=c1[nH]c2ccccc2c(=O)n1-c1ccc(-c2nc3ccccc3[nH]2)cc1 | . | 109 | 100 | 87 | 92 | . | . | 98
O=C1N=c2cc3c(cc2=C/C1=C/c1sc(=S)n(CCc2ccccc2)c1O)OCO3 | 92 | 109 | 98 | 110 | 91 | . | 100 | 98
CCOC(=O)C1=NC(CO)C(=O)N(c2ccc(Cl)cc2)N1 (stereo not drawn) | 94 | 111 | 104 | 101 | 96 | 87 | 101 | 93
COc1cccc(/C=C2\Oc3cc(OCCN4CCC(Cc5ccccc5)CC4)ccc3C2=O)c1 | 48 | . | 90 | 86 | 77 | 15 | 69 | 55
COc1cccc(-c2nn(-c3ccccc3)cc2-c2ccnc(NCCNC(=O)c3cccc(C(F)(F)F)c3)c2)c1 | 52 | 56 | 83 | 67 | 76 | 28 | . | 70
NC(=O)C(=CNc1nc(-c2ccc(Cl)c(Cl)c2)cs1)C(N)=O | 101 | 74 | 104 | 116 | 104 | 84 | 73 | 93
NC(=O)c1c2c(c3ccc4c5ccccc5ccc4n13)C(=O)c1ccccc1C2=O | 114 | 115 | 119 | 94 | 77 | 96 | 115 | 98
Fc1ccc2nc(-c3ccc(-c4noc(-c5ccc(Cl)cc5)n4)cc3)[nH]c2c1 | 93 | 106 | 105 | 106 | 105 | 96 | 90 | 110
CCN(CC)Cc1cc(Cc2ccccc2)ccc1O | 92 | 99 | 105 | 103 | 96 | 94 | 98 | 91
N#C/C(=C/n1nc2cc(Cl)c(Cl)cc2n1)c1ccc([N+](=O)[O-])cc1 | 81 | . | 94 | 73 | 12 | 66 | 87 | 51
COc1cc(C2Nc3nc(SC)nc(N)c3N=C3c4ccccc4CCC32)cc(OC)c1OC (stereo not drawn) | 76 | 78 | 70 | 71 | 63 | 78 | 56 | 62
COc1ccccc1-n1nccc1-c1nonc1C | 116 | 102 | 92 | 123 | 86 | 119 | 112 | .
COc1cc2c(c(OC)c1OC)C(=O)CC(c1cccc(C(=O)Nc3cccc(Cl)c3)c1)O2 (stereo not drawn) | 38 | 36 | 57 | 68 | 61 | 39 | 32 | 63
Cc1[nH]n(-c2ccccc2)c2nc3nncc3c(-c3ccc(Cl)cc3)c12 | 96 | 81 | 98 | 106 | 94 | . | 101 | 95
CN1CCN(c2ccc(NC3=C(Cl)C(=O)c4ncccc4C3=O)cc2C(F)(F)F)CC1 | 3.7* | -4.5* | -63* | 4.5* | -49* | 9.0* | 2.0* | -79*
CNS(=O)(=O)c1n[nH]nc1-c1cc(C(C)(C)C)c(O)c(C(C)(C)C)c1 | 99 | 96 | 106 | 103 | 94 | 99 | 97 | 92
O=C(Cn1c(-c2cncs2)nc2ccccc21)Nc1ccc(F)c(Cl)c1 | 97 | 89 | 101 | 100 | 99 | 89 | 90 | 92
NC1CCC(Nc2nc(NCc3ccc(-c4ccccc4O)nc3)c3ncn(C4CCCC4)c3n2)CC1 (stereo not drawn) | -41* | -28* | -81* | -22* | -62* | -41* | -11* | -74*
Fc1ccc(Cc2nnc(SC3CCCC3)n2CCCc2cnc[nH]2)cc1 | 86 | 85 | 106 | 103 | 94 | 111 | 100 | 123
O=C(Nc1ccc(NC(=O)Nc2cc(C(F)(F)F)ccc2Oc2ccc(Cl)c(Cl)c2)cc1)Nc1cc(C(F)(F)F)ccc1Oc1ccc(Cl)c(Cl)c1 | 96 | 106 | 100 | 98 | 110 | 108 | 102 | 109
O=[N+]([O-])c1cccc(-c2ncc(-c3ccc(Cl)cc3Cl)[nH]2)c1 | -24* | -8.4* | 76 | 68 | -8.4* | -37* | 22 | 48
CCCCCCCCCc1cc(CN2CCCCC2)c(O)c(CN2CCCCC2)c1 | 32 | 24 | 78 | 31 | 44 | 7.2* | 56 | 40
O=C(O)CCCn1c(=O)c2sc3ncccc3c2n2nnc(-c3ccccc3)c12 | 103 | 96 | 99 | 103 | 93 | 103 | 101 | 117
CC(=O)Nc1c(Cl)cc2c(c1Cl)Cc1cc(N)ccc1-2 | 98 | . | 93 | 78 | 95 | 97 | 100 | 106
COC1=CC(=O)OC(C)C1 (stereo not drawn) | 93 | 100 | 104 | 99 | 96 | 91 | 89 | 90
O=C(Nc1ccc([N+](=O)[O-])cc1)N1CCCCC1 | 110 | 98 | 100 | 117 | 97 | 92 | 97 | 104
Nc1ccc2c(c1)C(=O)c1ccc(Cl)cc1-2 | 102 | 99 | 104 | 104 | 79 | 94 | 71 | 99
CC(=O)C1C(C)CC2C3CCC4=CC(=O)CCC4(C)C3(Br)C(=O)CC21C (stereo not drawn) | 103 | . | 91 | 99 | 97 | 97 | 100 | 93
COc1cc(OC)nc(NC(=O)CSc2nnc(-c3cccnc3SCc3ccccc3)o2)n1 | 98 | 101 | 105 | 108 | 96 | 96 | 93 | 98
CC(C)=CCC/C(C)=C\C=N\NS(=O)(=O)c1ccc([N+](=O)[O-])cc1 | 78 | 73 | 103 | 89 | 94 | 98 | 85 | 82
O=C(Nc1ccc2c(c1)OC1(CCCC1)O2)c1cccc(-c2nn[nH]n2)c1 | 95 | 101 | 107 | 127 | 92 | . | 92 | 100
CC(C)=CCC/C(C)=C/CC/C(C)=C/CC[C@]1(C)CCc2cc(OC(=O)NS(=O)(=O)c3ccc(C)cc3)cc(C)c2O1 | 115 | 107 | 105 | 97 | 101 | 94 | 94 | 107
FC(F)(F)c1ccc(-c2nc(-c3nc4ccc(Cl)cc4[nH]3)c3ccccn23)cc1 | 78 | 78 | 94 | 76 | 44 | 85 | 66 | 76
CC1(C)CCc2ccccc2O1 | 97 | 91 | 111 | 113 | 103 | . | 105 | 112
Cc1c[n+]([O-])ccc1Cl | . | 106 | 103 | 96 | 94 | 101 | 98 | 107
NC(=O)CCS(=O)(=O)Cc1ccccc1 | 72 | 110 | 101 | 105 | 98 | 70 | 76 | 115

The results go on.
SMILES | K-562 | RPMI-8226 | MDA-MB-435 | MDA-MB-231 | MCF7 | SR | MOLT-4 | MDA-MB-468
Cc1ccc(S(=O)(=O)NCC(C)C)cc1 | 104 | 104 | 104 | 101 | 95 | 97 | 106 | 100
COc1c(N2CC3CCCNC3C2)c(F)cc2c(=O)c(C(=O)N/N=C/c3c[nH]c4ccccc34)cn(C3CC3)c12 (stereo not drawn) | 3.3* | 78 | 105 | 95 | 55 | -12* | 74 | 100
COc1cc2cn3c4ccc(O)cc4[nH]c(=O)c3c2cc1OC | 3.9* | -2.1* | 9.3* | 31 | -78* | -18* | -9.9* | -27*
CCCCCC(Br)C(Br)CC(Br)C(Br)CCCCCCCC(=O)c1ccc2ccccc2c1O (stereo not drawn) | 98&95 | 97&107 | 107&103 | 100&126 | 98&105 | 93&96 | 88&97 | 128&103
Cc1ccc(S(=O)(=O)Nc2ccccc2C(=O)O)cc1 | 96 | 98 | 107 | 102 | 97 | 93 | 104 | 102
Clc1ccccc1-c1nnc(Cn2cnnc2)o1 | 80 | 74 | 97 | 96 | 84 | 60 | 108 | 81
NC(=O)c1ccccc1 | 107 | 106 | 99 | 114 | 94 | 101 | 104 | .
O=c1c2ccccc2nc(COc2ccccc2)n1NS(=O)(=O)c1ccc(Cl)cc1 | 47 | 96 | 5.5* | 67 | 42 | 58 | 69 | 40
Cc1cccc2c(=O)c3c(sc12)c(NCCNCCO)nc1ccccc13 | -66* | -34* | 7.4* | -15* | -69* | -44* | -31* | -19*
Nc1nc(C(F)(F)F)ccc1C(=O)N/N=C/c1c(Cl)cccc1Cl | 126 | 88 | 103 | 99 | 85 | 144 | 112 | 101
CCSc1nc(C)c(C)c(=O)[nH]1 | 93 | 93 | 114 | 120 | 100 | 122 | 117 | 99
COc1cc(/C=C2\SC(=S)N(CC(=O)O)C2=O)ccc1OCCCCOc1ccc(/C=C2\SC(=S)N(CC(=O)O)C2=O)cc1OC | 138 | 105 | 98 | 112 | 104 | 114 | 125 | 96

Two compounds drawn at random from the list so far:
SMILES | K-562 | RPMI-8226 | MDA-MB-435 | MDA-MB-231 | MCF7 | SR | MOLT-4 | MDA-MB-468
COc1cc(C2Nc3nc(SC)nc(N)c3N=C3c4ccccc4CCC32)cc(OC)c1OC (stereo not drawn) | 76 | 78 | 70 | 71 | 63 | 78 | 56 | 62
COc1ccccc1-n1nccc1-c1nonc1C | 116 | 102 | 92 | 123 | 86 | 119 | 112 | .

Quoted from the listing.
`COc1c(N2CC3CCCNC3C2)c(F)cc2c(=O)c(C(=O)N/N=C/c3c[nH]c4ccccc34)cn(C3CC3)c12` (stereo not drawn) @ MOLT-4 = 74
`O=c1c2ccccc2nc(COc2ccccc2)n1NS(=O)(=O)c1ccc(Cl)cc1` @ MDA-MB-468 = 40
`Nc1nc(C(F)(F)F)ccc1C(=O)N/N=C/c1c(Cl)cccc1Cl` @ K-562 = 126
`COc1cc2cn3c4ccc(O)cc4[nH]c(=O)c3c2cc1OC` @ K-562 = 3.9*
`COc1cc(/C=C2\SC(=S)N(CC(=O)O)C2=O)ccc1OCCCCOc1ccc(/C=C2\SC(=S)N(CC(=O)O)C2=O)cc1OC` @ MDA-MB-231 = 112
